Assay outcomes (PubChem BioAssay)
ELG1 genotox: induces genotoxicity in HEK293T cells with luciferase-tagged ELG1 | HEK293T ELG1-luciferase reporter, luminescence, 16 h | Potency, µM (top dose mostly 46 µM), inactives show top-dose activity change, positive = activation, most hits filed as activators | actives 1.3% (n = 330,000) | AID 504466; further: % of control where 0% means no effect; nearly all actives have a fitted effect of over 60% in size
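16 hr compound incubation (37 °C, 5% CO2) of HEK293T cells carrying luciferase-tagged ELG1; luciferase then measured by ONE-Glo luminescence after 30 min at RT.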
uPA generation: cell surface uPA generation inhibition. actives 0.31% (n = 330,000). AID 540303. cell surface uPA generation assay, qHTS. Potency, µM (titrated, usually from 38.3 µM), inactives show top-dose activity change, negative = inhibition, most hits filed as inhibitors; active means well fitted inhibition curve with a large enough effect; inconclusive means small, poorly fitted or top-dose-only effect; inactive means no such curve, though single readings can be large or run the other way; tested in mouse RAW 264.7 cells; further: on the % scale 0 is the no-effect control and ±100 the full control effect; nearly all actives have a fitted effect of over 55% in size
RORgamma inh: ROR gamma (mouse) transcription inhibition; Drosophila S2 Gal4-RORgamma UAS-luciferase reporter, 20 h; Potency, µM (highest dose often 53.6 µM), for inactives: at the top dose activity change, negative = inhibition, hits mostly inhibitors; actives 5.4% (n = 310,000); further: on the % scale 0 is the no-effect control and ±100 the full control effect; nearly all actives have a fitted effect of over 60% in size
Target sequence (P51450 whole entry, looked up, the tested form may be a part): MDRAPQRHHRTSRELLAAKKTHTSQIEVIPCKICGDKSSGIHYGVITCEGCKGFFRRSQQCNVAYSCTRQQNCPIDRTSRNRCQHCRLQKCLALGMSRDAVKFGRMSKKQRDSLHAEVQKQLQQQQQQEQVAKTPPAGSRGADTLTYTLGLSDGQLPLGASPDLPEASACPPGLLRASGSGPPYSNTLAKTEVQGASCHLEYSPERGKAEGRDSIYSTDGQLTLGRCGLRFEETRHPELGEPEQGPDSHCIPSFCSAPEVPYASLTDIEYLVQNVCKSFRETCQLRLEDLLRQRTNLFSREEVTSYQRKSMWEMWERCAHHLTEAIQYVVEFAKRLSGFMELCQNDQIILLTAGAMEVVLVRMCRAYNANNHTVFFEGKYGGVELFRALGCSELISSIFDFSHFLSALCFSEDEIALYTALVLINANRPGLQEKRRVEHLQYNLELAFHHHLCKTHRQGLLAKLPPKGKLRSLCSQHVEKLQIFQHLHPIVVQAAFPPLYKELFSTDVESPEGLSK
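Schneider cells (Drosophila), stable Gal4 DBD–ROR gamma + UAS-luc; 1 hr cmpd preincubation; Cu2+ induction 700 uM final; 20 hr ambient; luminescence.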
FLuc counter: counter-screen for miR-21 project: firefly luciferase inhibitors or activators | purified FLuc, Km substrates, luminescence inhibition | P08659 | actives 6.9% (n = 360,000) | Potency, µM (series often up to 57.5 µM), for inactives: top-dose activity change, negative = inhibition, hits mostly inhibitors;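 further: plate controls were vehicle for no effect and reference inhibitor for full effect; nearly all actives have a fitted effect of over 55% in size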
Target sequence (P08659 whole entry, looked up): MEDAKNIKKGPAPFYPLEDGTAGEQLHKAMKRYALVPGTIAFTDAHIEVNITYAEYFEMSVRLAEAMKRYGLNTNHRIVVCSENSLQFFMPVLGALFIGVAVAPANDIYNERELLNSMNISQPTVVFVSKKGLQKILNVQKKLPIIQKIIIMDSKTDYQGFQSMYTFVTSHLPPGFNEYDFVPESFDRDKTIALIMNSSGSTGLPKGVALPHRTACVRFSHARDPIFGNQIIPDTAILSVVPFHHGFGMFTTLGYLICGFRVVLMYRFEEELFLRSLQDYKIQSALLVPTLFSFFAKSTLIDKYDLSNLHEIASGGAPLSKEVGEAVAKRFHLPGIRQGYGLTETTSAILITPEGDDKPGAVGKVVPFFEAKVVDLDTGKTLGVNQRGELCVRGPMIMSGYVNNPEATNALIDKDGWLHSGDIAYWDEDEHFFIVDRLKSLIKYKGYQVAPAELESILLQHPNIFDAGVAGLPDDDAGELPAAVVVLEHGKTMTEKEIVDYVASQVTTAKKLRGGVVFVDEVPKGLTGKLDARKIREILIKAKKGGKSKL
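Biochemical qHTS of compounds, final roughly 60 µM downward over six points, against 10 nM purified firefly luciferase using Km concentrations of substrates (10 uM D-luciferin, 10 uM ATP) in Tris acetate pH 7.5 buffer; luminescence output.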
Gal4-VP16 FLuc: Gal4-VP16 reporter inhibition counter-screen; Drosophila S2 Gal4-VP16 UAS-luciferase, luminescence, 20 h; Potency, µM (doses to about 53.6 µM), for the others: at the highest dose activity, negative = inhibition, actives largely listed as inhibitors; actives 3.5% (n = 310,000);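 further: Gal4-VP16 expression switched on by copper sulfate through the metallothionein promoter; on the % scale 0 is the no-effect control and ±100 the full control effect; nearly all actives have a fitted effect of over 50% in size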
NPC1 prom act: activators of NPC1 promoter; Huh7 NPC1 promoter luciferase reporter, 24 h; Potency, µM (highest dose often 9.22 µM), for inactives: at the top dose activation, usual class: activators; actives 2.4% (n = 320,000); AID 485313;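 further: % of control where 0% means no effect; nearly all actives have a fitted effect of over 60% in size; reporter is driven by a mutant NPC1 promoter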
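Readout is luciferase luminescence, reflecting NPC1 promoter activation in stably transfected Huh7 cells after 24 h compound exposure at 37 °C in reduced-serum medium with 10% FBS.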
CXXC DNA block: MLL CXXC-DNA interaction inhibition | Potency, µM (highest dose often 115 µM), without a hit: top-dose activity change, negative = inhibition, most hits filed as inhibitors | MLL-CXXC / FITC-HOXA9 DNA fluorescence polarization | actives 0.037% (n = 290,000) | AID 2662 | Q03164; active means well fitted inhibition curve with a large enough effect in the polarisation, with a control signal flat, not every such curve was filed as active; inconclusive means small, poorly fitted or top-dose-only effect, or effect the other way, or a change in a side signal; inactive means no such curve, though single readings can be large or run the other way; the % refers to the polarisation
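Purified MLL-CXXC (added from a 7 uM solution) was preincubated 5 min at ambient with pinned compounds in 50 mM Tris-HCl pH 7.5, 50 mM NaCl, 1 mM DTT, 0.05% BSA. Fluorescein-labeled HOX-A9 DNA (50 nM solution) followed, 30 min, then polarization read.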
Rab9 prom act: Rab9 promoter activation; Potency, µM (series often up to 9.22 µM), without a hit: top-dose activation, negative = inhibition, hits mostly activators; Huh7 Rab9 promoter-luciferase reporter, luminescence, 24 h; actives 2.8% (n = 320,000); AID 485297; further: % of control where 0% means no effect; nearly all actives have a fitted effect of over 60% in size
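Quantitative HTS format; Huh7 Rab9-luciferase reporter cells (1500/well) receive compound 2 h post-plating, incubate 24 h at 37 °C, then get luciferase reagent for 10 min before luminescence reading.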
MBNL1 CUG block: blocks human MBNL1 binding to CUG repeat RNA | AID 2675 | Potency, µM (series often up to 57.5 µM), for inactives: at the top dose activity change, negative = inhibition, most hits filed as inhibitors | TR-FRET MBNL1-His/biotin-(CUG)12 binding, 665/545 ratio | actives 0.036% (n = 280,000); active means well fitted inhibition curve with a large enough effect in the signal ratio, with a control signal flat, not every such curve was filed as active; inconclusive means small, poorly fitted or top-dose-only effect, or effect the other way, or a change in a side signal; inactive means no such curve, though single readings can be large or run the other way; the % refers to the signal ratio; further: on the % scale 0 is the no-effect control and ±100 the full control effect
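TR-FRET readout: Ex 340 nm, 665/545 nm emission ratio, normalized to buffer-only (basal) and MBNL1-(CUG)12 controls. Complex of MBNL1-His with Biotin-(CUG)12, compounds 92 nM–58 uM, incubated 60 min at room temperature.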
p53 reactivation: re-activators of mutant p53; H1299 p53-A138V BP100-luciferase reporter, luminescence, 24 h; Potency, µM (doses to about 92.2 µM), for the others: at the top dose activity change, positive = activation, usual class: activators; actives 0.063% (n = 320,000); further: % of control where 0% means no effect; nearly all actives have a fitted effect of over 45% in size
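p53-null H1299 cells stably carrying temperature-sensitive p53-A138V and a BP100-luciferase reporter were pinned with compounds (4-point, 1:5 series) and held 24 hrs at 37 deg C. Luminescence was read 10 min after detection reagent.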
BRCA1 expr act: increases BRCA1 expression. AID 624202. actives 1.1% (n = 380,000). MCF7-BRCA1-FFLuc reporter, luminescence, 48 h; response scale: scaled: vehicle 0%, 10 µM genistein 100%. Potency, µM (series often up to 46.1 µM), for the others: at the highest dose activation, actives largely listed as activators; further: nearly all actives have a fitted effect of over 80% in size; some results filed as inactive show a strong effect at the top dose
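Luminescence from a BRCA1-driven firefly luciferase in MCF7 cells was read after 48 h compound exposure at 37 C. Data normalized against DMSO and a 10microM genistein activation control, then curve-fitted across the titration.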
An asterisk follows results filed as active; ? = inconclusive; / = no result given; [ ] = dose if it differs, or a comment. Unless noted, the call rests on the fitted dose curve; in most records, active means well fitted curve in the direction sought with a large enough effect; inconclusive means small, poorly fitted or top-dose-only effect, or another doubt; inactive means no such curve, though single readings can be large; an effect the other way counts as inactive or inconclusive. Potency means the concentration at half of the fitted maximal effect. Only part of the results is shown; the hit share may differ from the screen's.

SMILES | ELG1 genotox | uPA generation | RORgamma inh | FLuc counter | Gal4-VP16 FLuc | NPC1 prom act | CXXC DNA block | Rab9 prom act | MBNL1 CUG block | p53 reactivation | BRCA1 expr act
CCOC(=O)c1cccc(NC(=O)CN2C(=O)C3C4C=CC(C4)C3C2=O)c1 (stereo not given) | -7% | 1% | 15% | -1% | 6% | -5% | -1% | -5% | 0% | -9% | -12%
COc1ccc(NC(C)=O)cc1NC(=O)CN1CCN(CC(=O)Nc2ccc(Cl)cc2)CC1 | 3% | -1% | -13% | -1% | -7% | 8% | -7% | -1% | -4% | -1% | -15%
COCCn1c(N)c(N(Cc2ccccc2)C(=O)COc2ccccc2F)c(=O)[nH]c1=O | 4% | 5% | / | 1% | / | -4% | / | -2% | / | -2% | 5%
CC1CC(C)CN(C(=O)COC(=O)CNC(=O)C23CC4CC(CC(C4)C2)C3)C1 (stereo not given) | 1% | 4% | / | 2% | / | -6% | / | -5% | / | 1% | -20%
Cc1cccc(OCC(=O)Nc2ccc3c4c(cccc24)CC3)c1C | 9% | -11% | -4% | -1% | -29% | -5% | 7% | 3% | / | 4% | -1%
O=C(NCCc1ccccc1)C1CCCN1S(=O)(=O)c1ccc(Cl)cc1 (stereo not given) | -11% | 1% | 18% | 0% | 17% | -5% | 0% | 0% | -9% | -3% | -3%
Cc1ccccc1OCC(O)Cn1c(SC(C)C)nc2c1c(=O)[nH]c(=O)n2C (stereo not given) | -5% | 5% | 2%[10 µM] | -3% | -5% | -4% | 3% | 2% | 0% | -3% | -20%
CCCCOCCCNC(=O)c1ccccc1OCC | 3% | 1% | 5% | 0% | 4% | -1% | 1% | -1% | -2% | -8% | 2%
CC(C)(C)NCCOc1ccc(Br)cc1 | -1% | 1% | 0% | 0% | 3% | 1% | 12% | -3% | -10% | 0% | -7%
CCN(CC(=O)Nc1cccc(OC)c1)C(=O)C1CCN(C(=O)Nc2ccccc2)CC1 | 4% | 6% | 44% | -19% | 11% | 0% | 5% | -3% | 4% | 0% | 2%
CC(C(=O)NCC1CCCCC1)N1CCN(S(=O)(=O)c2ccccc2F)CC1 (stereo not given) | -7% | 2% | 22% | 0% | -10% | -2% | -1% | 2% | -5% | 1% | -6%
CC(=O)N1CCC(N(CCN2CCOCC2)C(=S)Nc2ccc(C)cc2)CC1 | 5% | -5% | -1% | -5% | 7% | 1% | 0% | 0% | -4% | -2% | 12%
O=CN1CCN(c2c([N+](=O)[O-])c(=O)oc3ccccc23)CC1 | 0% | -8% | 5% | 6% | 9% | -5% | -5% | -4% | -6% | 2% | 4%
O=C(NC1(C(F)(F)F)NC(=O)N(CC2CCCCC2)C1=O)c1ccco1 (stereo not given) | -2% | 3% | 9% | 1% | 2% | -3% | -4% | 5% | -6% | -4% | 10%
COC(=O)C1=C(N)OC2=C(C(=O)CC(C)(C)C2)C1c1ccccc1OC (stereo not given) | 1% | 8% | 28% | 0% | 0%[10 µM] | -1% | -1% | -3% | -7% | 0% | 2%
CCn1c(=O)c([N+](=O)[O-])c(NCC2CCCO2)c2ccccc21 (stereo not given) | -3% | -2% | -12% | 6% | 1% | 1% | -3% | -3% | ? | -3% | -31%
Cc1cc(C(=O)Nc2c(C)nn(Cc3ccc(Cl)cc3)c2C)no1 | -1% | 5% | 38% | 2% | -1%[10 µM] | 0% | 0% | -7% | 3% | -1% | 5%
Cc1ccc(C(=O)NC(=S)N(C)C2CCCCC2)cc1 | ? | -26% | 2.2µM* | ? | 3.2µM* | ? | -12% | ? | -4% | 17% | 8.9µM*
COCCN(C(=S)Nc1cc(C)cc(C)c1)C(C)c1cccnc1 (stereo not given) | -1% | -3% | 28% | 0% | ? | 8% | 8% | -4% | / | 7% | -26%
C#CCOCCOCCOCCNc1nc(N2CCN(C(=O)[C@H]([C@@H](C)CC)n3cc([C@@H](N)CC(C)C)nn3)CC2)nc(N2CCN(C(=O)[C@H](Cc3cc4ccccc4[nH]3)n3cc([C@@H](N)Cc4ccc(O)cc4)nn3)CC2)n1 | 8% | -14% | -6% | -4% | 0% | -5% | 12% | -3% | -27% | 3% | 5%
CCOc1ccccc1CNC(=O)C1CCC(=O)N1C(C)C (stereo not given) | -3% | / | -12% | 0% | 0% | -4% | 0% | -3% | -10% | -13% | 7%
Cc1ccc(C2CC(=O)Oc3cc(O)ccc32)cc1 (stereo not given) | 2% | 16% | -16%[96.6 µM] | -1% | -3%[96.6 µM] | -7% | 14% | -6% | -2% | 0% | 17%
CCOc1ccc(-n2c(=O)[nH]c3sc4c(c3c2=O)CCCC4)cc1 | -1% | -2% | ? | ? | -18% | -3% | 10% | -11% | 5% | 5% | 2%
Cc1ccc(NC(=O)c2nc[nH]c2C(=O)N[C@@H](CCCCNC(=O)OC(C)(C)C)C(=O)OC(C)(C)C)cc1 | -15% | ? | 8.9µM* | 0% | ? | -2% | -24% | -6% | 3% | -1% | -76%
O=C(CN1C(=O)/C(=C\c2cccc(Cl)c2)Oc2ccccc21)N1CCN(c2ccccn2)CC1 | 3% | / | 9% | -15% | 10% | -1% | -2% | -10% | 1% | 0% | /

Grouped by structure, the entries above containing fluorine.
SMILES | ELG1 genotox | uPA generation | RORgamma inh | FLuc counter | Gal4-VP16 FLuc | NPC1 prom act | CXXC DNA block | Rab9 prom act | MBNL1 CUG block | p53 reactivation | BRCA1 expr act
COCCn1c(N)c(N(Cc2ccccc2)C(=O)COc2ccccc2F)c(=O)[nH]c1=O | 4% | 5% | / | 1% | / | -4% | / | -2% | / | -2% | 5%
CC(C(=O)NCC1CCCCC1)N1CCN(S(=O)(=O)c2ccccc2F)CC1 (stereo not given) | -7% | 2% | 22% | 0% | -10% | -2% | -1% | 2% | -5% | 1% | -6%
O=C(NC1(C(F)(F)F)NC(=O)N(CC2CCCCC2)C1=O)c1ccco1 (stereo not given) | -2% | 3% | 9% | 1% | 2% | -3% | -4% | 5% | -6% | -4% | 10%

More results follow:
SMILES | ELG1 genotox | uPA generation | RORgamma inh | FLuc counter | Gal4-VP16 FLuc | NPC1 prom act | CXXC DNA block | Rab9 prom act | MBNL1 CUG block | p53 reactivation | BRCA1 expr act
Cc1nnc(NC(=O)CSc2nc3c(c(=O)n2C)SC(C)C3)s1 (stereo not given) | 0% | 1% | 21% | 5% | 3% | -1% | -9% | 1% | -13% | -17% | 2%
COc1ccc(C2C(C(=O)Nc3ccc4c(c3)OCCO4)c3ccccc3C(=O)N2C)cc1 (stereo not given) | -1% | 1% | -11% | 4% | -9% | 0% | 3% | 1% | -3% | 8% | -27%
O=C(Nc1cnn(C23CC4CC(CC(C4)C2)C3)c1)c1cnn2c(C(F)(F)F)cc(-c3ccco3)nc12 | -6% | 3% | ? | -6% | -8% | -16% | 4% | -18% | -2% | -7% | -5%
CCN1CCN(c2nc(SC)nc3sc4c(c23)CC(C)(C)OC4)CC1 | -4% | 3% | 1% | 0% | 0% | 5% | 0% | -3% | 2% | 3% | -23%
COCCCNC(=O)CCc1c(C)nc2c(c(C)nn2-c2ccccc2)c1C | 1% | 0% | -2% | 1% | -13% | -1% | 1% | -7% | 0% | -1% | -4%
Cc1cc(C)c2c(n1)sc1c(=O)n(-c3ccccc3)c(=O)[nH]c12 | 6% | 4% | -9% | -18% | -10% | 0% | 9% | 0% | 9% | 0% | -2%
CCOC(=O)c1c(C)[nH]c(C=Nc2ccccc2)c1O | 3% | / | 38% | 2% | 20% | ? | -19% | ? | 15% | ? | /
O=C(NCC1CCCCC1)c1cc(S(=O)(=O)N2CCOCC2)ccc1F | 0% | -11% | / | / | / | 0% | / | -11% | / | -5% | 3%

Filtered by structure, those above with a CF3 group (two)
SMILES | ELG1 genotox | uPA generation | RORgamma inh | FLuc counter | Gal4-VP16 FLuc | NPC1 prom act | CXXC DNA block | Rab9 prom act | MBNL1 CUG block | p53 reactivation | BRCA1 expr act
O=C(NC1(C(F)(F)F)NC(=O)N(CC2CCCCC2)C1=O)c1ccco1 (stereo not given) | -2% | 3% | 9% | 1% | 2% | -3% | -4% | 5% | -6% | -4% | 10%
O=C(Nc1cnn(C23CC4CC(CC(C4)C2)C3)c1)c1cnn2c(C(F)(F)F)cc(-c3ccco3)nc12 | -6% | 3% | ? | -6% | -8% | -16% | 4% | -18% | -2% | -7% | -5%
